# LmPK inhibitor – LmPK (Leishmania mexicana) enzyme inhibition. purified LmPK, Kinase-Glo ATP luminescence, 1 h. Potency, µM (highest dose often 57.5 µM), for inactives: at the highest dose activity change, negative = inhibition, hits mostly inhibitors. Q27686. 290,000 tested, 0.37% active. AID 1721; also: potency is read from the fitted curve at half-maximal effect; % is scaled to controls: 0 for no effect and ±100 for the full control effect
# Target sequence (Q27686 whole entry, looked up): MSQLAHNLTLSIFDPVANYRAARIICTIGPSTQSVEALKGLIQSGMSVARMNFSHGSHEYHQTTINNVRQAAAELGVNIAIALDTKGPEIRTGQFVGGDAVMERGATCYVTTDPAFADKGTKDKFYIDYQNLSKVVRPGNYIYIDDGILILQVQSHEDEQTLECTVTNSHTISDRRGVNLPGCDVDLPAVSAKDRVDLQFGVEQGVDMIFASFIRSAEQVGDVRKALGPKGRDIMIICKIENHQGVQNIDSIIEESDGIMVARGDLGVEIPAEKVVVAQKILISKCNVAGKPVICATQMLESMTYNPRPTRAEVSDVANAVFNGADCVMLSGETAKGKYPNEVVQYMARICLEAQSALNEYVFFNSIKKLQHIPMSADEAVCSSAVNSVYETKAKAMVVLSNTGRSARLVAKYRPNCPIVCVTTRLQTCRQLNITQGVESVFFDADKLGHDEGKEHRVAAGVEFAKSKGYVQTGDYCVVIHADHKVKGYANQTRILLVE
#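 Purified LmPK (0.1 nM) with 0.5 mM PEP and 0.1 mM ADP in imidazole buffer pH 7.2 with MgCl2/KCl, 1 h at room temperature. ATP formed was read by luciferase luminescence and normalized to no-enzyme and uninhibited controls.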
# Pf growth 48h – inhibits P. falciparum growth in the first generation, 48 h | P. falciparum luciferase growth in erythrocytes, 48 h | Potency, µM (series often up to 28.7 µM), for inactives: at the top dose activity change, negative = inhibition, actives largely listed as inhibitors | 310,000 tested, 5.9% active | AID 504832; also: potency is read from the fitted curve at half-maximal effect; % is scaled to controls: 0 for no effect and ±100 for the full control effect
#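 Read-out is firefly luciferase luminescence from an integrated reporter in P. falciparum, so falling signal marks reduced parasite growth. Infected erythrocytes were at 2% hematocrit and 0.1% parasitemia (final) in Albumax-supplemented RPMI 1640.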
# Shiga inhibitor – inhibitors of Shiga toxin in Vero cells | Vero cells, Shiga toxin protein synthesis inhibition reporter | inhibition, % at 38.7 µM | 290,000 tested, 9.2% active; in the data active = inhibition mostly above about 28%, no sharp cut-off; inactive = mostly below about 43%; also: 0% is about no effect
# HCV inh – HCV inhibition. Huh7.5.1 HCVcc-Cre infection, luciferase reporter, 44 h. Potency, µM (doses to about 41.8 µM), for the others: top-dose activity change, negative = inhibition, hits mostly inhibitors. 340,000 tested, 3.4% active; also: potency is read from the fitted curve at half-maximal effect; % is scaled to controls: 0 for no effect and ±100 for the full control effect
#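 Infectious HCVcc-Cre (~0.5 moi) was added to cells just after compound, with cells seeded 4 h earlier at 1,000 per well. Luciferase activity after 44 h culture reported infection; substrate was incubated 15 min at room temperature before reading.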
# Pf growth 96h – P. falciparum growth inhibition at 96 hour, primary screen for plastid delayed-death inhibitors | P. falciparum luciferase reporter growth, 96 h | Potency, µM (series often up to 28.7 µM), inactives show top-dose activity change, negative = inhibition, usual class: inhibitors | 320,000 tested, 6.9% active | AID 504834; also: potency is read from the fitted curve at half-maximal effect; % is scaled to controls: 0 for no effect and ±100 for the full control effect
#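 Readout is luminescence from an integrated firefly luciferase in P. falciparum. Red cells, 2% hematocrit and 0.05% parasitemia final, were cultured with compound through two parasite generations (96 hours) at 37 C, 5% CO2.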
# CHX counter – counter-screen for Shiga toxin inhibitors: cycloheximide protein synthesis inhibition. cell reporter, cycloheximide protein synthesis inhibition counterscreen. AID 2314. 300,000 tested, 12% active. max response, %; in the data active = max response mostly above about 13%, no sharp cut-off; inactive = mostly below about 14%; also: read at 38.3 µM for the half of the compounds with a filed dose; 0% is about no effect
# Tb PYK inh – inhibitors of Trypanosoma brucei pyruvate kinase. Q57TT1. TbPYK enzyme, Kinase-Glo Plus ATP luminescence, 45 min. Potency, µM (top dose mostly 76.8 µM), for the others: top-dose activity, negative = inhibition, actives largely listed as inhibitors. 410,000 tested, 0.12% active; also: potency is read from the fitted curve at half-maximal effect; % is scaled to controls: 0 for no effect and ±100 for the full control effect; nearly all actives have a fitted effect of over 50% in size
#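 Luminescent Kinase-Glo Plus end-point after 45 min room-temperature reaction of T. brucei pyruvate kinase started with 130 uM ADP (final). Buffer TEA 50 mM pH 7.2 with KCl, MgCl2, BSA, Tween-20; titration-based qHTS with fitted concentration-effect curves.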
# An asterisk follows results filed as active; ? = inconclusive; . = no result given; & = joins results of further samples; [ ] = dose if it differs, or a comment. Unless noted, calls follow the shape of the dose curve; as a rule, active = well fitted curve in the direction sought with a large enough effect; inconclusive = small, poorly fitted or top-dose-only effect, or another doubt; inactive = no such curve, though single readings can be large; an effect the other way counts as inactive or inconclusive.
Structure	LmPK inhibitor	Pf growth 48h	Shiga inhibitor	HCV inh	Pf growth 96h	CHX counter	Tb PYK inh
CC(=O)Nc1nc(-c2ccc3c(c2)CC(C)N3C(=O)C2CC2)c(C)s1 (stereo unspecified)	1%	-14%	65*	?	-11%	20*	-12%
CCC(=O)N1CCc2cc(S(=O)(=O)NCCN3CCCCC3CC)ccc21 (stereo unspecified)	3%	?	-20	?	92%	-3	10%
C=CCOc1cccc(C2/C(=C(/O)c3ccc(C)cc3)C(=O)C(=O)N2CCN2CCOCC2)c1 (stereo unspecified)	7%	12%	9	15%	96%[activator]	19	-1%
Cc1cccc(OC(C)C(=O)N/N=C\c2ccncc2)c1 (stereo unspecified)	7%	3%	24	-11%	?	3	-1%
CN(C)S(=O)(=O)c1cccc(C(=O)NCC2(N3CCOCC3)CCCCC2)c1	-3%	-8%	-3	7%	-9%	-2	0%
CCCCC(=O)Nc1ccc(C(=O)NNC(=O)c2ccc(C)c(Br)c2)cc1	1%	2%	-2	11%	-7%	1	1%
Cc1ccc(-n2nc3c(=O)n(CC(=O)NCCc4cccs4)nc(C)c3c2C)cc1	-8%	3%	-4	?	-12%	9	4%
O=C(CN1C(=O)NC2(CCCCCCC2)C1=O)Nc1ccc(Br)cc1	.	-2%	.	32µM*	12%	.	2%
Cc1ccc(-c2ccnc(=S)[nH]2)cc1	4%	67%[activator]	-5	3%	?	-2	1%
C=CCn1c(CCNC(=O)c2ccccc2F)nnc1SCC(=O)Nc1nc(C)cs1	1%	?	-4	13%&-2%	3%	1	-7%
COCCOC(=O)c1c(C)n(C)c2ccc(OC(=O)c3c(OC)cccc3OC)cc12	-1%	1.9µM*	-3	?	?	9	-23%
O=S(=O)(O)c1nc2ccccc2n1Cc1ccccc1	-1%	1%	7	5%	?	1	-9%
CN(Cc1ccccc1)c1ccc(S(=O)(=O)N2CCC(C(=O)O)CC2)cc1[N+](=O)[O-]	16%	0%	17	-2%	6%	-2	-7%
COc1ccc(N(CC(=O)NCc2ccc(F)cc2)S(=O)(=O)c2c(C)noc2C)cc1	-9%	5%	-3	6%	10µM*	-11	5%&2%
CN(C[C@H](Cc1ccccc1)N(C[C@H](Cc1ccccc1)N(CCC(C)(C)C)N=O)N=O)N=O	9%	?	-11	-12%	?	-3	-4%
CN(Cc1ccccc1)C(=O)CN1C(=O)NC2(CCCC2)C1=O	.	?	.	27%	-15%	.	0%
Cc1occc1C(=O)NNC(=O)Nc1ccc(F)cc1F	-8%	3%	14	22%	?	5	0%
Nc1ccncc1N	.	1%&3%	.	-2%&18%	18%&4%	.	10%&0%
CCCCN1C(=O)C(C)=C(C)C1OCCc1ccc(OC)c(OC)c1 (stereo unspecified)	3%	12%	.	-13%	?	-2	-3%
Cc1ccc(C(=O)Nc2nc3ccc(S(C)(=O)=O)cc3s2)o1	14µM*	233%[activator]	44*	3%	356%[activator]	34*	-17%
O=C(CCC(=O)c1cccs1)Nc1ccccc1F	0%	61%[activator]	37	2%	-6%	16*	-1%
O=Cc1ccccc1-n1cccn1	5%	21%	-9	-11%	17%	31*	2%
Cc1csc(=O)n1CCC(=O)OCC(=O)Nc1ccc(F)c(F)c1F	.	1%	.	6%	6%	.	1%
Nc1ccccc1Sc1nc2ccccc2[nH]1	-2%	?	59*	?	?	23*	?
NC(=O)c1ccc(NC(=O)CCC(=O)N2CCN(S(=O)(=O)c3ccc(Cl)cc3)CC2)cc1	-4%	?	-2	12%	?	1	1%
CCOP(=O)(OCC)c1nc(-c2ccc(Cl)cc2Cl)oc1N1CCCCC1	1%	?	-5	?	?	-2	5%
C/C(Cc1ccccc1)=N\NC(=O)CNC(=O)c1cccc(F)c1	3%	27%	-3	13%	33%[activator]	-1	-5%
CCn1c(N)c(C(=O)N2CCOCC2)sc1=S	-2%	-2%	-24	16%	29%	-4	-23%
COC(=O)[C@H]1C[C@@H]1[C@H](NC(=O)c1ccccc1)c1ccccc1	2%	34%[activator]	-8	3%[8.37 µM]	?	-3	2%
CCn1cc(C(=O)O)c(=O)c2cnc(N3CCN(C(=S)Nc4ccc(F)cc4)CC3)nc21	0%	?	2	21%	0.93µM*	6	0%

# An excerpt from above, limited to Tb PYK inh, Pf growth 48h and HCV inh.
smiles	Tb PYK inh	Pf growth 48h	HCV inh
CCC(=O)N1CCc2cc(S(=O)(=O)NCCN3CCCCC3CC)ccc21 (stereo unspecified)	10%	?	?
COc1ccc(N(CC(=O)NCc2ccc(F)cc2)S(=O)(=O)c2c(C)noc2C)cc1	5%&2%	5%	6%

# The main list resumes, repeating the two entries before the break.
Structure	LmPK inhibitor	Pf growth 48h	Shiga inhibitor	HCV inh	Pf growth 96h	CHX counter	Tb PYK inh
COC(=O)[C@H]1C[C@@H]1[C@H](NC(=O)c1ccccc1)c1ccccc1	2%	34%[activator]	-8	3%[8.37 µM]	?	-3	2%
CCn1cc(C(=O)O)c(=O)c2cnc(N3CCN(C(=S)Nc4ccc(F)cc4)CC3)nc21	0%	?	2	21%	0.93µM*	6	0%
Cc1cc(=O)oc2cc(OCCSCCN3CCOCC3)ccc12	2%	40%[activator]	21	-4%	?	9	-3%
Cc1cnc(C(=O)N2CCCC(C(=O)c3cccc(OC(C)C)c3)C2)cn1 (stereo unspecified)	2%	18%	1	6%	?	-3	5%
COc1ccc(N2CCN(C(c3ccccc3)c3sc4nc(C)nn4c3O)CC2)cc1 (stereo unspecified)	2%	?	-4	4%	?	5	-5%
CN(CCC(=O)c1ccccc1)CCC(=O)c1ccccc1	-5%	33%[activator]	-3	8%	48%[activator]	-2	4%
O=C(CSc1nnc(-c2ccccc2)n1Cc1ccco1)Nc1ccc2c(c1)OCCO2	5%	?	48*	-12%	?	13	1%
O=c1oc2ccccc2n1CSC1=NCCS1	0%	?	55	?	6%	19*	-1%
CN1CCN(C(=O)N2c3ccccc3C=Cc3ccccc32)CC1	1%	-15%	59	-1%	?	5	1%
C=CCNc1nc(Cl)nc(Nc2ccccc2)n1	0%	52%[activator]	40*	-29%	-7%	22*	1%
CCCOC(=O)C1=C(C)NC(=O)NC1c1ccc(Br)s1 (stereo unspecified)	0%	-16%	-10	-3%	1%	-5	-3%
Cn1ncc2c(O/N=C(\N)c3ccc(C(C)(C)C)cc3)ncnc21	5%	?	22	5.6µM*	?	-3	-1%
C=CCOC(=O)C1=C[C@@H](c2ccc3c(c2)OCO3)C[C@@H](OCc2ccc(CO)cc2)O1	1%	?	82*	?	?	19*	0%
CCOc1ccc2nc(SCC(=O)NCc3ccc(S(N)(=O)=O)cc3)sc2c1	3%	16%	7	-7%	-14%	12	-5%
COCCn1nnnc1CN1C2CCCC1CC(NC(C)=O)C2 (stereo unspecified)	1%	29%	-3	-7%	13µM*	-5	0%
Cc1cc(C(=O)COC(=O)C2=NNC(=O)CC2)c(C)n1CCc1ccccc1	0%	40%[activator]	-2	0%	?	3	-12%
COc1ccc(CNCCNC(=O)c2cccs2)cc1OC	2%	11%	3	12%	-2%	-3	11%
CC(Nc1nc(N2CCN(S(C)(=O)=O)CC2)nc2ccccc12)c1ccccc1 (stereo unspecified)	6%	7.4µM*	-7	-29%&-27%	?	-2	-12%
CC(C)(C)OC(=O)N1CC2Cc3[nH]c(=O)ccc3C(C2)C1 (stereo unspecified)	1%	6%	6	13%	-8%	2	3%
O=C(Nc1ccc(F)cc1)N1CCN(CCc2ccccc2)CC1	-3%	?	-11	-6%	28%	-1	1%
CCOc1cc(/C=C2\C(=N)N3N=C(S(=O)(=O)CC)SC3=NC2=O)ccc1OC(=O)c1ccco1	-7%	-17%	-2	14%	-8%	-2	-15%
COCCOC(=O)c1c(C)oc2ccc(OS(C)(=O)=O)cc12	-1%	37%[activator]	18	-20%	-21%	21*	1%
CC(CNC(=O)COc1ccc2c(c1)OCO2)c1ccccc1 (stereo unspecified)	.	-6%	.	6%	-17%	.	-3%
COc1ccc(S(=O)(=O)N2CCC(NC(=O)C3CCCCC3)CC2)cc1	4%	16%	5	?	19%	1	0%
C=CCSc1nc2ccccc2c(=O)[nH]1	7%	.	-9	5%	-16%	-1	2%
O=C(N/C=C\c1ccccc1)NCc1ccc(Cl)cc1Cl	3%	13%	-18	?	32%[activator]	-8	-26%
O=C1CCC/C(=N\NC(=O)NC2CCCCC2)C1	-2%	-8%	-1	18%	17%	0	-5%
CCN(CC)C(=O)C1CCCN(Cc2ccc(F)c(F)c2)C1 (stereo unspecified)	4%	19%	-10	10%	6%	-3	4%
O=C(c1ccc(F)cc1)c1cc2ccccc2o1	-5%	74%[activator]	41*	-20%	-21%	26*	-3%
Cc1cc(C)n(-c2nnc(C)n2/N=C/c2ccccc2F)n1	-5%	3%	-26	2%	157%[activator]	-9	-14%
C=CC(C)C(C(=O)c1ccccc1)N(C)C (stereo unspecified)	1%	-9%	14	-15%	?	10	7%
COC(=O)c1cccc(NC(=O)Nc2ccc(Cl)c(Cl)c2)c1	5%	?	59*	.	?	38*	2%
COc1ccccc1C1CC(c2ccc(F)cc2)Nc2ncnn21 (stereo unspecified)	9%	0%	-21	11%	?	-1	-7%
Cn1c(=O)cc(SCC(=O)NCc2ccc(F)cc2)c2ccccc21	-1%	0%	-3	-1%	24%	14	-1%
CCc1cc2c(NCC3CCCO3)ncnc2s1 (stereo unspecified)	-5%	-11%	-3	?	7%	4	1%
O=C(N/N=C/C=C\c1ccccc1[N+](=O)[O-])c1ccccn1	-4%	110%[activator]	75*	9%	91%[activator]	61*	1%
Cc1cccc(-n2ccnc2SCC(=O)Nc2ccc3c(c2)OCCO3)c1	1%	2%	-2	-13%	?	27*	-9%
O=C(Nc1cccc([N+](=O)[O-])c1)c1cc(S(=O)(=O)N2CCOCC2)cs1	1%	-29%	-7	?	-11%	-1	10%
Cn1c(=NC(=O)C2CC2)sc2cccc(F)c21	2%	.	19	6%	1%	9	-7%
Cc1noc(C)c1CSCC(=O)Nc1cc(S(=O)(=O)N2CCCCC2)ccc1OC(C)C	.	13µM*	.	?	?	.	5%
Cc1c(CC(=O)NCC(=O)N[C@H](Cc2ccccc2)C(=O)O)c(=O)oc2cc(O)ccc12	-2%	13%	-8	16%	5%	-2	16%
CCn1cc(C(=O)NN)c(=O)c2cc(F)c(N3CCN(C)CC3)cc21	3%	?	-7	-15%	12µM*	-1	-4%
O=C(Nc1nccs1)c1sc2cc(Cl)ccc2c1Cl	0%	157%[activator]	63*	3%	.	39*	-11%
C[C@@H]1NS(=O)(=O)[C@H]2C[C@@H]3C=C[C@]2(O3)[C@H]1OC(=O)c1ccc(C(C)(C)C)cc1	.	?	.	2%	?	.	2%
Cc1cc(S(=O)(=O)N(Cc2ccc3c(c2)OCO3)CC2CCCO2)ccc1-n1cnnn1 (stereo unspecified)	9%	.	-10	4%	1%	-1	-6%
S=C(NCCc1ccccc1)N/N=C/C1CCCCC1	-4%	10%	19	.	?	15*	.
